TexasRed fluor – alters Texas Red total fluorescence, flagging assay interference | 280,000 compounds, 0.29% hits | Potency, µM (series often up to 106 µM), without a hit: at the highest dose fluorescence change, negative = quenching | TRb/SRC2 Texas Red total fluorescence interference; active = well fitted curve in either direction with a large enough effect; inconclusive = small, poorly fitted or top-dose-only effect
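Human TRβ ligand-binding domain (0.6 uM) and Texas Red SRC2 peptide (20 nM) in Tris buffer with 1 uM T3 and 5% DMSO were incubated with pinned compound for 5 hr at ambient temperature. Total fluorescence was computed as S + 2P (555/632 nm).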
aGal spleen mod – inhibitors or activators of human alpha-galactosidase in spleen homogenate. P06280. human spleen homogenate, 4MU-alpha-Gal fluorescence, 40 min. Potency, µM (series often up to 80 µM), for the others: at the highest dose activity change, negative = inhibition, usual class: inhibitors. 240,000 compounds, 0.008% hits;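 note: 0% = enzyme with vehicle and -100% = no enzyme basal signal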
Target sequence (P06280 32-429 limits assumed): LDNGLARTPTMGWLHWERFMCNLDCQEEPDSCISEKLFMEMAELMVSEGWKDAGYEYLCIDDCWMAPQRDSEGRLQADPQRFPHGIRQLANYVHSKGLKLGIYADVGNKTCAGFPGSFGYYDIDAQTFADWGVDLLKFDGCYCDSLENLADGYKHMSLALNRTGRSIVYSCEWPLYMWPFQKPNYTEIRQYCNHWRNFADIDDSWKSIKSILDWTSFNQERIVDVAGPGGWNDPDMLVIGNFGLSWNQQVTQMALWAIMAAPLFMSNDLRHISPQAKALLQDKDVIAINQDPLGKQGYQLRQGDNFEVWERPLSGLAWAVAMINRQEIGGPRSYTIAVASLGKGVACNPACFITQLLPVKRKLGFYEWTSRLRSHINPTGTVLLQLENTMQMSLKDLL
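qHTS titration in buffer at pH 5.0. Alpha-galactosidase activity in spleen homogenate was measured via 4-methylumbelliferone release from 1 mM fluorogenic substrate after 40 min at 37C and a pH 10 stop. AC50 came from Hill fits of control-normalized data.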
TRb SRC2 PPI – disrupts binding of human TR beta to SRC2. TRbeta-SRC2 peptide binding, fluorescence polarization; receptor liganded with 1 µM T3. Potency, µM (top dose mostly 106 µM), without a hit: at the highest dose activity change, negative = inhibition, actives largely listed as inhibitors. 280,000 compounds, 0.065% hits;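 note: plate controls were bound peptide for no effect and peptide without receptor for full effect; nearly all actives have a fitted effect of over 50% in size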
Target sequence (P10828 whole entry, looked up): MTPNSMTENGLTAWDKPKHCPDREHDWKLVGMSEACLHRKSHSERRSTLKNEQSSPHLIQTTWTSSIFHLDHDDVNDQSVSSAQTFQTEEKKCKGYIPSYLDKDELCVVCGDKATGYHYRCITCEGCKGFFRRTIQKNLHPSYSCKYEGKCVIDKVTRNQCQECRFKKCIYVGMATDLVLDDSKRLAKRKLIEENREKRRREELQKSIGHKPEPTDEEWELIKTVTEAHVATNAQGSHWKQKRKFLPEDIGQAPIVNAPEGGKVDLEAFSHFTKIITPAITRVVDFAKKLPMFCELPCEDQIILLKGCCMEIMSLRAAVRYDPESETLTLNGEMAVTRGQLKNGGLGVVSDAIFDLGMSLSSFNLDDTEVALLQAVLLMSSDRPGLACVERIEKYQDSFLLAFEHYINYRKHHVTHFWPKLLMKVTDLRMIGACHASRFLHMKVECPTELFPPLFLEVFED
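Each compound concentration gave % activity, normalized to unbound and bound Texas Red SRC2 controls, from polarization read after 5 hr ambient incubation with T3-loaded human TRb LBD.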
Tau fluor cs – counter-screen for tau fibril formation inhibitors; 280,000 compounds, 0.93% hits; AID 1463; tau K18 P301L Alexa594 fluorescence, heparin fibrillization; Potency, µM (series often up to 57.7 µM), for inactives: at the highest dose activity change, negative = decrease; note: nearly all actives have a fitted effect of over 55% in size
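Human K18 P301L tau (15 uM unlabeled plus 0.24 uM Alexa 594-labeled, final) in 100 mM sodium acetate pH 7 was mixed with compound and 20 uM heparin and incubated 6 hr at 37 C.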
ALDH1A1 block – blocks purified human ALDH1A1 activity. P00352. Purified ALDH1A1, NADH fluorescence, propionaldehyde substrate. Potency, µM (titrated, usually from 75.3 µM), for the others: top-dose activity, negative = inhibition, usual class: inhibitors. 220,000 compounds, 7.3% hits. AID 1030; active = well fitted inhibition curve with a large enough effect, not every such curve was filed as active; inconclusive = small, poorly fitted or top-dose-only effect, or another doubt; inactive = no such curve, though single readings can be large or run the other way;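 note: plate controls were no enzyme wells and a reference inhibitor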
L3MBTL1 inh – blocks human L3MBTL1; Q9Y468; AlphaScreen L3MBTL1–H3K9me1 peptide binding; Potency, µM (doses to about 57.1 µM), without a hit: top-dose activity, negative = inhibition, hits mostly inhibitors; 230,000 compounds, 0.66% hits; AID 485360; note: nearly all actives have a fitted effect of over 60% in size
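First, the protein-peptide complex forms for 30 min at room temperature (L3MBTL1 50 nM, biotinylated H3K9me1 peptide 75 nM). Next, compounds are pin-transferred and incubated 30 min. Finally, AlphaScreen beads are added and read after 30 min.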
Tau ThT inhib – tau fibrillization inhibition (ThT binding); 270,000 compounds, 2.1% hits; recombinant tau K18 P301L, heparin-induced fibrillization, ThT fluorescence; Potency, µM (series often up to 57.4 µM), inactives show at the highest dose activity, negative = inhibition, actives largely listed as inhibitors; AID 1460; P10636; note: nearly all actives have a fitted effect of over 55% in size
Target sequence (P10636 561-689 P618L limits assumed): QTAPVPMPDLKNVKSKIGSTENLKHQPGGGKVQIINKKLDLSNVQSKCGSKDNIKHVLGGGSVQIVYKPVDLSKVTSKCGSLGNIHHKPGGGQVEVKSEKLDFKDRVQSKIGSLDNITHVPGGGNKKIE
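Fibril formation assay: tau K18 P301L at 15 uM with trace Alexa 594 label, heparin inducer 20 uM, pH 7 sodium acetate buffer, 37 C for 6 hr; endpoint ThT signal.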
Tau FP inhib – tau fibrillization inhibition (FP). P10636. K18 P301L tau heparin fibrillization, Alexa594 FP, 6 h. Potency, µM (titrated, usually from 57.7 µM), for inactives: at the highest dose activity, negative = inhibition, usual class: inhibitors. 280,000 compounds, 0.39% hits; note: nearly all actives have a fitted effect of over 55% in size
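Steps: dispense K18 P301L tau (15 uM plus 0.24 uM Alexa 594 tracer, final) in pH 7 sodium acetate; add compound; add heparin (20 uM final); incubate 6 hr, 37 C; add ThT (30 uM final); after 1 hr ambient, read FP.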
An asterisk follows results filed as active; ? = inconclusive; · = not tested or not shown; & = joins results of further samples; [ ] = remark or other dose. Unless noted, calls come from the whole dose curve; as a rule, active = well fitted curve in the direction sought with a large enough effect; inconclusive = small, poorly fitted or top-dose-only effect, or another doubt; inactive = no such curve, though single readings can be large; an effect the other way counts as inactive or inconclusive. Unless noted, % is set by controls: 0 for no effect and ±100 for the full control effect; potency is the fitted concentration of half-maximal effect.

molecule	TexasRed fluor	aGal spleen mod	TRb SRC2 PPI	Tau fluor cs	ALDH1A1 block	L3MBTL1 inh	Tau ThT inhib	Tau FP inhib
Cc1ccc(S(=O)(=O)NCC(c2ccccc2)N2CCN(CCC#N)CC2)cc1 (stereo not given)	-2%	4%	-2%	-8%	2%	-2%	-13%	13%
COc1cc(-c2nn3c(Cc4ccccc4)nnc3s2)cc(OC)c1OC	1%	-3%	-11%	-11%	?	-5%	-19%	1%
CCOC(=O)c1oc2ccccc2c1NC(=O)c1cc(OC)cc(OC)c1	0%	-17%	-3%	-24%	72%[activator]	3%	-18%	-12%
CCC(=O)Nc1cccc(-n2nnnc2SCC(=O)N(C(C)C)C(C)C)c1	-1%[53 µM]	4%	8%[53 µM]	-14%	7%	5%	-8%	-9%
O=C1Nc2ccccc2Oc2cc(Oc3ccc(Cl)cc3)ccc21	-2%	·	4%	-12%	·	·	1%	0%
CCN(CCNC(=O)C1CCN(S(=O)(=O)CC)CC1)c1ccccc1	0%	-3%	-14%	5%	11%	-4%	1%	2%
Cn1c(=O)[nH]c(Nc2ccccc2)c([N+](=O)[O-])c1=O	-8%	2%	2%	5%	8%	8%	-2%	4%
CCS(=O)(=O)c1ccc2oc(Nc3ccccc3Br)nc2c1	-2%	1%	9%	-11%	0%	1%	-6%	-11%
CC(=O)O/N=C/c1c(NCc2ccccc2)nc2c(C)cccn2c1=O	-1%	7%	-5%	-20%	·	16%	?	5%
CCCS(=O)(=O)N1CC(=O)N(c2ccc(C)c(Cl)c2)C(C)(C(=O)NC2CCCCCC2)C1 (stereo not given)	2%	·	-2%	-13%	·	·	-13%	8%
CN(C)c1ccc(C(=O)Nc2ccc(S(=O)(=O)NC3=NCCCCC3)cc2)cc1	-1%	5%	4%	-5%	?	5%	-14%	10%
Cc1ccc(S(=O)(=O)/N=C(/c2ccc(F)cc2)N2CCCC2)cc1	0%	-2%	1%	-4%	-9%	·	-3%	1%
CC(C)Nc1c([N+](=O)[O-])c(=O)oc2ccccc12	-3%	-1%	-10%	-5%	3%	1%	0%	-11%
CC(=O)NC1=NN(C(C)=O)C(C)(CCS(=O)(=O)c2ccc(Br)cc2)S1 (stereo not given)	-10%	13%	-4%	-9%	10%	2%	-3%	-3%
CCC(C)(C)NC(=O)CC(c1ccc(OC)cc1)n1cccc1 (stereo not given)	2%	0%	7%	-6%	-4%	-4%	3%	-1%
Cc1ccc(NC(=S)Nc2ccc3cn[nH]c3c2)cc1C	-3%	7%	-4%	-19%	?	-6%	?	3%
Cc1cccc(CSC(=N)N)c1	4%	8%	5%	-1%	8%	4%	-4%	2%
Cc1cc(C)cc(NC(=O)C(NCCN2CCOCC2)c2ccccc2)c1 (stereo not given)	-1%	-8%	-4%	-1%	?	-2%	-3%	-4%
COc1ccc2cc(CN(CCCN3CCOCC3)Cc3nnnn3C3CCCC3)c(=O)[nH]c2c1	1%	-1%	9%	-8%	?	-9%	?	-9%
O=C(CCCSc1nc2ccccc2[nH]1)NC1=NCCS1	-1%	-4%	1%	-2%	-11%	-6%	0%	-5%
N#Cc1ccc(Cn2ccnc2C(=O)Nc2ccccc2)cc1	-1%	-5%	0%	-18%	3%	2%	3%	-13%
Cc1ccc(C)c(-c2csc(-c3c(N)c(C(=O)c4ccc5c(c4)OCO5)n4ccccc34)n2)c1	-3%	·	-7%	?	·	·	-14%	2%
CC(=O)C1=C(C)OC(N)=C(C#N)C1c1cc2cccc(C)c2nc1Cl (stereo not given)	-1%	1%	-12%	-14%	?	1%	?	-9%
O=C(Cn1nc(-c2ccccc2)ccc1=O)NCC1CCCO1 (stereo not given)	-2%	3%	6%	2%	9%	-5%	-1%	0%
Cc1c(NC(=O)OCCNC(=O)Nc2ccccc2)sc(=S)n1C	3%	5%	-3%	-9%	-9%	-3%	-17%	4%
COc1ccc(N2CCN(C(=O)CN(C)S(=O)(=O)c3cc(C)ccc3OC)CC2)cc1	0%	5%	11%	7%	-2%	-13%	8%	7%
CCOC(=O)Cc1ccc(NC(=O)Nc2cc3c(cc2N2CCCCC2)n(C)c(=O)n3C)cc1	-1%	·	-4%	-15%	·	·	-9%	11%
CN1CCN(CCC(=O)Nc2ccc(Cl)cc2)CC1	0%	·	0%	-16%	·	·	-14%	-1%
Nc1nc(NCC2CCCO2)nc(Nc2ccc(F)cc2)c1[N+](=O)[O-] (stereo not given)	-1%	-3%	-7%	-1%	6%	8%	8%	1%
Cc1cc(N2C(=O)C(O)=C(C(=O)c3cccs3)C2c2ccccc2)no1 (stereo not given)	-1%	12%	0%	-10%	-3%	2%	-13%	-4%
O=c1[nH]c(Nc2nc3ccccc3o2)nc2c1CCCC2	-2%	3%	-2%	-10%	-8%	4%	-16%	-8%
CCOc1ccc(NC(=S)N2CCN(c3ccc(N4CCOCC4)nn3)CC2)cc1	-6%	11%	-6%	-10%	?	·	?	-8%
Cc1ccc(NC(=O)C2CCCN2C(=O)Oc2ccccc2)cc1 (stereo not given)	-3%	2%	-6%	-1%	14%	·	-11%	-4%
Cn1ccnc1SCC(=O)Nc1cc(Cl)ccc1Cl	1%	·	7%	-7%	·	·	-6%	-3%
CC(C)(C)NC(=O)NC(=O)CSc1ncn[nH]1	-1%	10%	4%	0%	0%	·	-3%	0%
CCOC(=O)/C(=N\Nc1ccccc1Cl)N(C)C1CCCCC1	-3%	12%	-3%	-24%	-14%	·	?	-3%
CCc1nnc2c(NCc3cccc(OC)c3)nc3ccccc3n12	-2%	·	2%	7%	·	·	3%	1%
COCCCNC(=O)c1ccc2c(=O)n(C3CCCC3)c(=S)[nH]c2c1	-6%	-4%	0%	-16%	?	3%	-2%	-6%
O=C(COc1ccccc1Cl)c1ccc2c(c1)CCCC2	-2%	-7%	-23%	-8%	7%	54%[activator]	-17%	-4%
COC(=O)Nc1ccc(S(=O)(=O)N2CCCC(C(=O)O)C2)cc1 (stereo not given)	-2%	8%	-5%	3%	3%	-3%[11.4 µM]	-2%	-3%
c1ccc(-c2ccc(-c3csnn3)cc2)cc1	-4%	-13%	2%	-2%	11%	3%	-13%	-7%
CCCCCCOC(=O)CCn1[nH]c(=O)c2ccccc2c1=O	4%	-28%	5%	4%	4%	0%	-2%	1%
CN1CCN(C(=S)C(=O)NCc2ccccc2)CC1	0%	8%	13%	-7%	8%	-4%	-2%	5%
Cc1[nH]n(-c2nc(-c3ccccc3F)cc(=O)[nH]2)c(=O)c1CCO	-4%	-2%	-2%	-2%	9%	20%	-10%	-1%
CCCCC(c1nnnn1C1CCCC1)N1CCN(C2CCCC2)CC1 (stereo not given)	2%	-2%	8%	-4%	?	-1%	-8%	-3%
COC(=O)C1=C(c2ccccc2)c2ccccc2S(=O)(=O)N1CC(=O)Nc1ccc(OC)cc1OC	6%	·	-2%	?	·	·	-5%	-7%
Cc1c(CNCCCc2ccccc2)c(C(=O)O)c(C)n1Cc1ccccc1	1%	1%	-7%	-8%	-3%	·	-1%	-6%
O=C1CN(C(=O)c2cccs2)c2ccccc2N1	1%	-2%	7%	-1%	3%	7%	-12%	2%
CCN(CC)CCCCCCCCOC(=O)c1cc(OC)c(OC)c(OC)c1	-3%&1%&-1%	-8%&-7%&-22%	2%&0%&-4%	-15%&-7%&-7%	-11%&-3%&-10%	-10%	-12%&-5%&-1%	-3%&-5%&2%
COc1cccc(C2C(C(=O)Nc3ccccc3)=C(C)Nc3nnnn32)c1OC (stereo not given)	0%	·	6%	5%	·	·	?	3%
O=C(Nc1sc2c(c1C(=O)NCC1CCCO1)CCC2)c1cc(=O)c2ccccc2o1 (stereo not given)	1%	·	6%	-10%	·	·	?	1%
OCc1ccccc1O[C@H]1OC(CO)C(O)C(O)C1O (stereo not given in full)	0%	2%	8%	-1%	2%	·	-1%	3%
Cc1ccc(Cn2cccc(NC(=O)c3ccco3)c2=O)cc1	-2%	7%	-15%	-10%	-2%	-6%	-9%	2%
COc1cccc(N2CCN(CC(=O)c3c[nH]c4ccc(OC)cc34)CC2C)c1 (stereo not given)	-3%	-7%	18%	?	?	-8%	-14%	11%
CC(=O)Nc1ccc(C)cc1-c1nc2ccccc2n(CC(=O)c2ccc(Cl)cc2)c1=O	-1%	·	11%	5%	·	·	7%	-2%
CCCn1c(SCC(=O)Nc2ccc(S(=O)(=O)N(C)C)cc2)n[nH]c1=O	-2%	4%	-2%	-1%	22%	-8%	3%	0%
COC(=O)c1ccc(NC(=O)CCn2cnnn2)cc1	-1%	·	2%	0%	·	·	-2%	-8%
CC1(C(=O)Nc2ccccc2)Cc2ccccc2C(=O)O1 (stereo not given)	-1%	2%	-2%	11%	-9%	-2%	3%	2%
O=C(COC(=O)c1ccccn1)Nc1nc(-c2cccc([N+](=O)[O-])c2)cs1	-3%	1%	12%	-56%	·	·	·	-5%
CCOC(=O)c1cc(-c2ccc(OC)c(S(=O)(=O)N3CCN(c4ccccc4)CC3)c2)on1	2%	·	-5%	?	·	·	-4%	-20%
COc1ccccc1NC(=O)c1c(-c2ccc(C)cc2)nnc2ccccc12	0%	·	6%	-9%	·	·	-3%	-2%

Single records, as listed above. Screens in order: TexasRed fluor	aGal spleen mod	TRb SRC2 PPI	Tau fluor cs	ALDH1A1 block	L3MBTL1 inh	Tau ThT inhib	Tau FP inhib
Cc1ccc(S(=O)(=O)NCC(c2ccccc2)N2CCN(CCC#N)CC2)cc1 (stereo not given) is entered as -2%	4%	-2%	-8%	2%	-2%	-13%	13%
Cc1ccc(NC(=O)C2CCCN2C(=O)Oc2ccccc2)cc1 (stereo not given) is entered as -3%	2%	-6%	-1%	14%	·	-11%	-4%
Cc1cccc(CSC(=N)N)c1 is entered as 4%	8%	5%	-1%	8%	4%	-4%	2%
